Source: PubChem (National Center for Advancing Translational Sciences (NCATS))
RGS4 inh – blocks human RGS4-accelerated GTP hydrolysis | Potency, µM (series often up to 114 µM), without a hit: at the highest dose activity change, negative = inhibition, most hits filed as inhibitors | 390,000 tested, 0.039% active | Transcreener GDP fluorescence polarization, RGS4-accelerated GTP hydrolysis | P49798; also: potency is read from the fitted curve at half-maximal effect; % is scaled to controls: 0 for no effect and ±100 for the full control effect; nearly all actives have a fitted effect of over 75% in size; some results filed as inactive show a strong effect at the top dose
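MLSMR compounds (23 nl, pin-transferred) preincubated 10 min at room temperature with a 500nM (2x) first reagent, then RGS4 at 900nM (2x) plus Transcreener GDP mix added; fluorescence polarization (620/688 nm) read before and after 90 min at 30 °C.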
Apoferritin bind – binds horse apoferritin like a general anesthetic; P02791; apoferritin/1-aminoanthracene competitive binding, fluorescence; Potency, µM (titrated, usually from 77.5 µM), for the others: at the top dose activity change, negative = displacement, most hits filed as inhibitors; 350,000 tested, 0.074% active; also: potency is read from the fitted curve at half-maximal effect; % is scaled to controls: 0 for no effect and ±100 for the full control effect; nearly all actives have a fitted effect of over 20% in size
Target sequence (P02791 2-175 limits assumed): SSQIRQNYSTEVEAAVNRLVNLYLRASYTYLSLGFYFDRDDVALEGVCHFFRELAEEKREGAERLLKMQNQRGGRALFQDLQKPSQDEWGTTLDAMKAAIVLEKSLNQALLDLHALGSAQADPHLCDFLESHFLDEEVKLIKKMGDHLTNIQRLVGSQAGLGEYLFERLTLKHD
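Horse-spleen apoferritin (10 uM) in 50% saturated 1-aminoanthracene in PBS was incubated 10 min at room temperature with compound. Fluorescence (ex 380, em 535 nm) was normalized to free and bound 1-AMA, with concentration-response fitted by a four-parameter Hill equation.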
Pol kappa inh – DNA polymerase kappa (human) inhibition | purified Pol kappa, fluorescent DNA synthesis assay, 10 min | Q9UBT6 | 400,000 tested, 0.53% active | Potency, µM (titrated, usually from 107 µM), inactives show at the top dose activity, negative = inhibition, most hits filed as inhibitors; also: potency is read from the fitted curve at half-maximal effect; % is scaled to controls: 0 for no effect and ±100 for the full control effect
Target sequence (Q9UBT6 whole entry, looked up): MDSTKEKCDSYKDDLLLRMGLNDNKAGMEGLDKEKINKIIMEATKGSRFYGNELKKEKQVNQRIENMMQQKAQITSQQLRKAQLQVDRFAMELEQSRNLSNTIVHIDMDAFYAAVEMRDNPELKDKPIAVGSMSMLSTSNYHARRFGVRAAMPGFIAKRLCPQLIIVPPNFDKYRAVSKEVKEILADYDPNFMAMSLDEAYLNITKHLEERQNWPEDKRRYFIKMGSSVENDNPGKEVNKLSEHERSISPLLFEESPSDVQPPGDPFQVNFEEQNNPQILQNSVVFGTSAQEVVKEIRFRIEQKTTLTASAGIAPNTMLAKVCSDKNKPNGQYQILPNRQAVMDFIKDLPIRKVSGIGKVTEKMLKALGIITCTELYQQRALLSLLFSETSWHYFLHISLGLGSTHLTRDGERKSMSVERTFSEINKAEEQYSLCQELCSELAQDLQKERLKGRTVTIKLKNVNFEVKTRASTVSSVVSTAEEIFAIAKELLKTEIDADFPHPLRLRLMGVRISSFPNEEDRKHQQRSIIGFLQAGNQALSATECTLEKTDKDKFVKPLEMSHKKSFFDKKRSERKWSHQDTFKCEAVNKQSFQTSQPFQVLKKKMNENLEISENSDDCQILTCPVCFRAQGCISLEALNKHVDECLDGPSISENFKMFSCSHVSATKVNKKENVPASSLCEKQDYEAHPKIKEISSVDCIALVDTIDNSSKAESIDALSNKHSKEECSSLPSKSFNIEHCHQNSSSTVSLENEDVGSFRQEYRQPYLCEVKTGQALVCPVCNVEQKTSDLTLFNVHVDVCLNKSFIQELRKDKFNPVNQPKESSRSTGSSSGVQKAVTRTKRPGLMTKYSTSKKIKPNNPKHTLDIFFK
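Here, compound and 10 nM enzyme are combined for 15 min at room temperature; adding 50 nM substrate (final) starts DNA synthesis, tracked by fluorescence at 0 and 10 min against buffer-only wells.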
Pol beta inh – DNA polymerase beta (human) inhibition | P06746 | Pol beta primer extension/strand displacement, fluorescence kinetic | Potency, µM (highest dose often 114 µM), inactives show at the highest dose activity change, negative = inhibition, usual class: inhibitors | 340,000 tested, 1.3% active; also: potency is read from the fitted curve at half-maximal effect; % is scaled to controls: 0 for no effect and ±100 for the full control effect
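10 nM enzyme + cpd, 15 min RT; start with substrate 50 nM final; read 0 min and after 10 min RT. Corrected, normalized data; 4-parameter Hill curve fit.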
APEX1 inh – APE1 (human) endonuclease inhibition; P27695; recombinant APE1, TAMRA/BHQ-2 abasic DNA cleavage fluorescence; Potency, µM (doses to about 65.8 µM), for the others: at the top dose activity change, negative = inhibition, most hits filed as inhibitors; 350,000 tested, 0.35% active; AID 2517;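 also: potency is read from the fitted curve at half-maximal effect; plate controls were vehicle for no effect and reference inhibitor for full effect; nearly all actives have a fitted effect of over 55% in size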
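Enzyme (0.75 nM final) and test compound are incubated 15 min at room temperature before adding 50 nM quenched THF abasic-site duplex. Cleavage dequenches TAMRA, followed at 525/598 nm over three reads one minute apart.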
Pol eta inh – blocks human DNA polymerase eta activity. 390,000 tested, 1.2% active. recombinant Pol eta, fluorescent DNA replication assay. Q9Y253. Potency, µM (titrated, usually from 114 µM), without a hit: at the highest dose activity change, negative = inhibition, most hits filed as inhibitors; also: potency is read from the fitted curve at half-maximal effect; % is scaled to controls: 0 for no effect and ±100 for the full control effect
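Fluorescent replication assay: 50 nM final substrate added after a 15 min room-temperature compound preincubation with 10 nM enzyme. Signal taken at 0 min and again at 10 min.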
12-LOX inh – inhibitors of human 12S-lipoxygenase ALOX12 | Potency, µM (top dose mostly 108 µM), inactives show at the top dose activity change, negative = inhibition, most hits filed as inhibitors | AID 1671190 | purified 12hLO, xylenol orange hydroperoxide absorbance | P18054 | 580,000 tested, 1.1% active; also: potency is read from the fitted curve at half-maximal effect; % is scaled to controls: 0 for no effect and ±100 for the full control effect
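Purified human 12hLO at 150 nM in 25 mM Hepes, 0.01% Triton X-100, pH 7.0, preincubated 15 min at room temperature with compound. Reaction started with 40 uM arachidonic acid, 30 min at room temperature. Hydroperoxide measured by Fe-xylenol orange, 573/405 nm absorbance ratio.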
ERG-DNA inh – blocks human ERG Ets domain binding to DNA | Potency, µM (series often up to 76.9 µM), without a hit: at the highest dose FP activity, negative = inhibition, most hits filed as inhibitors | AID 624246 | P11308 | 370,000 tested, 0.028% active | fluorescence polarization, His-ERG Ets domain / labelled DNA; active = well fitted inhibition curve with a large enough effect in the polarisation, with a control signal flat; inconclusive = small, poorly fitted or top-dose-only effect, or effect the other way, or a change in a side signal; inactive = no such curve, though single readings can be large or run the other way; the % refers to the polarisation;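 also: polarization taken with two DNA probes labelled with fluorescein and Texas red; potency is read from the fitted curve at half-maximal effect; % of control where 0% means no effect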
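His-tagged ERG Ets domain (1 uM in the protein solution; 300mM KCl, 50mM Tris-HCl, 1mM EDTA, 1mM DTT, pH 7.5) received compound, then a probe mix of 5 nM fluorescein-DNA and 100nM Texas-615-DNA. Fluorescence polarization was read for both dyes.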
LDHA block – inhibitors of human lactate dehydrogenase A; 480,000 tested, 0.15% active; purified LDHA, NADH/diaphorase-resazurin fluorescence; stronger effect = lower value; P00338; AID 1347041; activity change, % (values are at about 110 or 230 µM); in the data active = activity change below about -30%; inconclusive = mostly about -25% to -30%;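 also: plate controls were DMSO wells for no effect and wells without enzyme for full effect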
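Enzyme activity of human lactate dehydrogenase 5 (2 nM; 0.06 mM NADH, 0.2 mM pyruvate, 5 min, RT) is measured via a resazurin/diaphorase fluorescence readout of residual NADH.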
Active calls of the source: *; u = inconclusive; x = not tested or not shown; & = joins results of further samples; [ ] = another dose, or the depositor's remark. Unless noted, calls follow the shape of the dose curve; as a rule, active = well fitted curve in the direction sought with a large enough effect; inconclusive = small, poorly fitted or top-dose-only effect, or another doubt; inactive = no such curve, though single readings can be large; an effect the other way counts as inactive or inconclusive. The list is partial; count on the stated rates, not on these rows.

| Compound | RGS4 inh | Apoferritin bind | Pol kappa inh | Pol beta inh | APEX1 inh | Pol eta inh | 12-LOX inh | ERG-DNA inh | LDHA block |
| --- | --- | --- | --- | --- | --- | --- | --- | --- | --- |
| CNC(=O)/C(=C\c1ccc([N+](=O)[O-])cc1)NC(C)=O | 15% | -7% | 0% | 21% | 1% | -19% | 10% | 0% | 0 |
| CCOC(=O)c1sc(NC(=O)C(CC)Sc2nc3ccccc3[nH]2)nc1C (stereo not given) | -1% | x | -9% | x | x | -24% | 413%[activator] | -9% | -3 |
| Cc1ccc(C(=O)O)cc1-c1ccc(C=C2C(=O)c3ccccc3C2=O)o1 | u | -7% | 79µM* | 32µM* | -7% | 7.9µM* | u | -7% | 5 |
| Fc1ccc(-c2nnn(Cc3ccccc3Cl)n2)cc1 | -31% | 5% | -6% | u | 3% | -15% | 0% | 1% | -2 |
| NNC(=O)C1CC1c1ccccc1 (stereo not given) | 11% | -5% | -14% | 1%[57.1 µM] | 5% | u | -3% | -8% | -7 |
| CN(C)CCCN(C(=O)COc1ccccc1)c1nc2ccc(F)cc2s1 | -4% | -11% | -8% | -20% | 2% | -4% | u | 1% | -1&-1 |
| CNc1nc(-c2ccccc2OC)nc2ccccc12 | x | 0% | -7%[60.1 µM] | x | -11% | x | u | x | x |
| Cc1ccccc1NS(=O)(=O)c1ccc(C(=O)N2CCN(c3ccccn3)CC2)cc1 | 11% | -14% | -12% | -5% | -3% | -5% | 13% | -4% | -4 |
| Cc1cc2c(ncn2C)c(NS(=O)(=O)c2ccc(Cl)cc2)c1C | -2% | -9% | -10% | 24% | 0% | -17% | -8% | -2% | -4 |
| CCOc1ccc(CCNC(=O)c2ccc3c(=O)[nH]c4c(C(=O)NC(C)C)sc(=S)n4c3c2)cc1 | 9% | -5% | -10% | -26% | -30% | -17% | -29% | -14% | -7 |
| Cn1c(N)c(C(=O)COC(=O)/C=C/c2cccc(F)c2)c(=O)n(C)c1=O | -32% | x | 2% | x | 4% | -9% | 200%[activator] | 9% | -7 |
| COc1ccccc1CNc1ncnc2cc(Cl)ccc12 | -15% | -5% | -6% | -10% | 4% | -18% | -3% | 5% | -3 |
| CCCC(=O)Nc1cc(OC)c(NC(=S)Nc2ccc(CC)cc2)cc1OC | -18%[56.9 µM] | x | -10% | x | x | -12% | u | -1% | 16 |
| C[C@]12C=C[C@H](O)CC1=CCC1C2CC[C@@]2(C)C1CCC21OCCO1 (stereo not given in full) | 7% | x | -4% | x | 23% | -18% | u | -11% | -1 |
| O=C(c1ccccc1O)N1N=C(c2ccccc2)CC1(O)C(F)(F)F (stereo not given) | -12% | -11% | -1%[60.1 µM] | 6% | -5% | -27% | -2% | 11% | -1 |
| O=C(NC1CCCCCCC1)C1=COCCO1 | -6% | -17% | 1% | -1% | 0% | -16% | 16% | -9% | -2 |
| CCCc1cc(=O)[nH]c(SCC(N)=O)n1 | 1%[11.4 µM] | -10% | -4% | 10% | 2% | -2% | -20% | -12% | -4 |
| Cc1cc(C)cc(-n2c(SCC(=O)Nc3nnc(C)s3)nc3c([nH]c4ccccc43)c2=O)c1 | 5% | -12% | -4%[60.1 µM] | 3% | x | -10% | -12% | -1% | 0 |
| CCc1ccc(NC(=O)C2C3C=CC(C4CC34)C2C(=O)O)cc1 (stereo not given) | -17% | -17% | -12% | 37% | 1% | 2% | 0% | -5% | -1 |
| CC(C)Oc1ccc(S(=O)(=O)N2CCCCC2)cc1NC(=O)CN1CCCC1c1cccs1 (stereo not given) | -2% | x | 12% | x | -3% | -9% | -2% | 20% | 1 |
| Cc1c(C(=O)NCCSCc2ccco2)cccc1[N+](=O)[O-] | -49% | -8% | -3% | 36% | -6% | -22% | -13% | 4% | 4 |
| O=C(NCC1COc2ccccc2O1)c1cc(S(=O)(=O)N2CCOCC2)ccc1F (stereo not given) | -13% | x | -2% | x | 37% | -17% | 3% | 12% | 0 |
| COc1cc(C(=O)NCCN2CCOCC2)cc(OC)c1OC | -6% | 2% | -5% | 15% | -1% | 5% | 15% | -16% | -4 |
| COc1ccc2c(n1)Sc1nc3ccccc3nc1N2 | -54% | -4% | 6% | 8% | u | -6% | u | 4% | 21 |
| COc1ccc(NC(=O)Nc2cccc(Cl)c2Cl)c(OC)n1 | 11% | -11% | -7% | -2% | -9% | -4% | 8% | 1% | -1 |
| CCOC(=O)C1CCN(Cc2cc(=O)oc3cc(C)ccc23)CC1 | 11% | -16% | 0% | 1% | 23% | -10% | u | -3% | -7&2 |
| COc1ccccc1N1CCN(S(=O)(=O)c2ccc(-c3coc(C)n3)cc2)CC1 | 13% | 1% | -8%[60.1 µM] | u | x | -8% | -4% | -3% | -10 |
| CCOc1ccccc1NC(=O)N1CCN(S(=O)(=O)c2ccc3c(ccn3C)c2)CC1 | -15% | 8% | -10% | -1% | x | -13% | 0% | 2% | 0 |
| COc1cc(OC)cc(-c2cc3cc4c(cc3cn2)OCO4)c1 | 7% | x | 0% | x | 6% | 6% | x | -5% | -4 |
| C=CCn1c(SCC(=O)c2ccc(OC)cc2)nnc1-c1cc2cccc(OC)c2o1 | 5%[11.4 µM] | 6% | -18% | 3% | 1% | -13% | -3% | -1% | 0 |
| CCN(C(=O)c1cc(S(=O)(=O)N2CCOCC2)cn1C)c1cccc(C)c1 | 3% | -12% | -6% | 22% | 36% | 0% | -8% | -3% | -2 |
| S=c1[nH]nc(COc2ccc(Cl)cc2)n1-c1ccccc1 | u | -6% | 6% | 27% | 3% | -19% | u | -2% | -4 |
| CCOC(=O)c1ccccc1NC(=O)N1CCC(N2CCN(Cc3ccccc3)C(=O)C2=O)CC1 | -16% | 1% | -1%[60.1 µM] | -4% | x | -9% | -13% | 2% | 0 |
| O=C(C1=C(O)C(=O)N(Cc2ccco2)C1c1cccc(O)c1)c1ccco1 (stereo not given) | -23% | -2% | 0% | 1% | 17% | -19% | u | -4% | 1 |
| Cc1ccc2nc(Cl)c(C3CC(c4cccs4)=NN3C(=O)CCCC(=O)O)cc2c1 (stereo not given) | -8% | -10% | 0% | -10% | -9% | -6% | u | -9% | -1 |
| COc1cccc(C2=CC(c3ccc(OC)c(OC)c3OC)n3nnnc3N2)c1 (stereo not given) | -7% | 46%[activator] | -13% | -4% | 10% | -4% | 5% | -1% | -2 |
| Cc1cccc(CN2CCC(CNC(=O)CCNC(=O)Cn3ccc4ccccc4c3=O)CC2)c1 | -12%[56.9 µM] | -15% | -9% | -13% | 1% | 9% | -19% | -8% | -4 |
| COc1ccc(C2=Nn3c(nnc3-c3ccccc3Cl)SC2)cc1OC1CCCC1 | 15% | x | u | x | 24%&-3% | -4% | 1% | x | 0 |
| COc1cccc(NC(=O)CSCc2n[nH]c(=O)[nH]2)c1 | 2% | -1% | 4% | 1% | -10% | 8% | 6% | 4% | -7 |
| CC(=O)c1ccc(N/N=C(/C(N)=O)C2=NC(C)(C)Cc3ccccc32)cc1 | -11% | 2% | -1% | 20% | -3% | -16% | u | 4% | 2 |
| Cc1ccc(C(=O)COC(=O)CNS(=O)(=O)c2ccc(C)cc2)cc1 | -3% | u | -3% | 18% | 28% | -5% | 2% | 15% | -7 |
| COC(=O)[C@@H](CC(C)C)N(Cc1ccccc1)S(=O)(=O)N(Cc1ccccc1)[C@@H](CC(C)C)C(=O)OC | -1% | x | -5%&-21% | x | -24% | -18% | -5% | 6% | -2 |
| COc1cccc(C(=O)NCCCNC(=O)c2ccccn2)c1 | -1% | 14% | 1% | -7% | 47%[activator] | -12% | 24% | -7% | -7 |
| O=C(/C=C/c1cc(Br)ccc1O)c1ccco1 | 11%[11.4 µM] | -17% | -24% | 0% | -3% | -23% | u | -1% | -2 |
| COc1ccccc1N(CC(O)CN1C(C)CCCC1C)S(=O)(=O)c1ccccc1 (stereo not given) | -33% | 1% | -8% | 33% | 37% | -5% | -14% | -10% | -6 |
| CN(C)S(=O)(=O)N(CC(=O)N1CCOCC1)c1ccccc1 | 10% | -2% | -3% | 37% | -4% | -6% | 11% | 5% | -8 |
| COc1ccc(-n2nnnc2SCC(=O)Nc2nnc(C)s2)cc1 | -11% | -3% | 7% | 10% | -3% | -10% | -29% | -4% | 2 |
| Cc1ccc(S(=O)(=O)N2CCN(C(=O)C3CCCC3)CC2)cc1C | -1% | 2% | -3% | 41% | -11% | -22% | -9% | -7% | -2 |
| CCN(CC)C(=O)CSc1nc2ccccc2c(=O)n1CCC(=O)N1CCN(c2ccccc2)CC1 | -5% | -4% | -2% | 0% | -2% | -3% | -5% | -12% | -1 |
| CC(=O)N1CCc2cc(S(=O)(=O)NC(CC(C)C)C(=O)N3CCCC3)ccc21 (stereo not given) | 22% | -3% | -13% | 0% | -5% | -7% | -13% | 2% | -5 |
| Cc1cccc2cc(C#N)c(NCCNC(=O)NC3CCCCC3)nc12 | -18% | -11% | -21% | u | 1% | -6% | -11% | -4% | -8 |
